High-throughput results from PubChem.
GLS inh – qHTS for Inhibitors of Glutaminase (GLS); Glutaminase kidney isoform, mitochondrial (Homo sapiens), O94925; GLS enzymatic activity, qHTS titration; Potency, µM (titrated, usually from 45.5 µM), inactives show at the highest dose activity change, negative = inhibition, usual class: inhibitors; 410,000 tested, 0.21% active; further: on the % scale 0 is the no-effect control and ±100 the full control effect
Target sequence (O94925 whole entry, looked up, canonical isoform): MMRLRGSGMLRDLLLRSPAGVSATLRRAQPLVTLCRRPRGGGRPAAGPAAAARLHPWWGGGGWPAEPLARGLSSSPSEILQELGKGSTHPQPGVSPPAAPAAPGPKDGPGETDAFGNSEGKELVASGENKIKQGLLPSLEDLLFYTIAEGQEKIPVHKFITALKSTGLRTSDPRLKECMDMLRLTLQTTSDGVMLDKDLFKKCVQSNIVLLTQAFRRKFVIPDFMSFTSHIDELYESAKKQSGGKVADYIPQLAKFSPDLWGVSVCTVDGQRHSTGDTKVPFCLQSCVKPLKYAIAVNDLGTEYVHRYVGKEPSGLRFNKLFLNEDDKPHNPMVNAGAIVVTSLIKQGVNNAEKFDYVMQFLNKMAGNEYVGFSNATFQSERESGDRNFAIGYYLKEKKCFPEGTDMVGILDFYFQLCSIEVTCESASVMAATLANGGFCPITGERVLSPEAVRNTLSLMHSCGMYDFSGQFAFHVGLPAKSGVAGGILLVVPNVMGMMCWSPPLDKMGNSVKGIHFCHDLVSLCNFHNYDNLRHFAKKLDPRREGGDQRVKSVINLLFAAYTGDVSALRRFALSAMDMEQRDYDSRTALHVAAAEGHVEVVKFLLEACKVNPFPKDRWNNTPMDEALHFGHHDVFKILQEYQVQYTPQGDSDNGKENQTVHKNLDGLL
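Compounds were pin-transferred onto hKGA, after which L-glutamine (1 mM solution) and a detection mix of glutamate oxidase, HRP and Amplex Red were added. Initial and 30 min RT fluorescence reads were collected.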
Pol iota inh – qHTS for Inhibitors of Polymerase Iota. DNA polymerase iota (Homo sapiens), Q9UNA4. Pol iota fluorescent replication assay, 10 min. Potency, µM (series often up to 115 µM), for inactives: at the top dose activity, negative = inhibition, most hits filed as inhibitors. 390,000 tested, 1% active. AID 588590, 2011
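Fluorescent replication assay read twice, at 0 min and 10 min after adding 50 nM (final) substrate. Enzyme (10 nM) and compounds were first incubated 15 min at room temperature; enzyme-free buffer wells were negative controls.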
Pin1 inhibitor – qHTS Assay to Find Inhibitors of Pin1; AID 504891, 2011; 390,000 tested, 0.009% active; Pin1 FP peptide displacement, HiFluor488, 10 min; Potency, µM (series often up to 115 µM), without a hit: at the highest dose activity, negative = inhibition, actives largely listed as inhibitors; active means well fitted inhibition curve with a large enough effect in the polarisation, with a control signal flat, not every such curve was filed as active; inconclusive means small, poorly fitted or top-dose-only effect, or effect the other way, or a change in a side signal; inactive means no such curve, though single readings can be large or run the other way; the % refers to the polarisation; further: on the % scale 0 is the no-effect control and ±100 the full control effect
HP1b chromo inh – HTS for Inhibitors of HP1-beta Chromodomain Interactions with Methylated Histone Tails; Chromobox protein homolog 1 (Homo sapiens), P83916; AlphaScreen HP1-beta / biotin-H3K9me3 peptide binding; Potency, µM (top dose mostly 114 µM), without a hit: at the highest dose activity change, negative = inhibition, hits mostly inhibitors; 390,000 tested, 0.56% active; AID 540317, 2011; further: nearly all actives have a fitted effect of over 70% in size; inactives centre near 23
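Compound inhibition of the preformed complex between 50 nM HP1-beta and 50 nM biotinylated H3K9me3 peptide was read by AlphaScreen. Buffer was PBS pH 7.4 with 0.01% Tween-20. Incubations ran 30 min at room temperature, with 10 ug/mL donor/acceptor beads.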
G9a block – qHTS Assay for Inhibitors of Histone Lysine Methyltransferase G9a; Histone-lysine N-methyltransferase EHMT2 (Homo sapiens), Q96KQ7; G9a H3K9 monomethylation, AlphaScreen, 2 h; Potency, µM (top dose mostly 102 µM), for the others: at the highest dose activity, negative = inhibition, usual class: inhibitors; 350,000 tested, 8.8% active; AID 504332, 2011; further: on the % scale 0 is the no-effect control and ±100 the full control effect; nearly all actives have a fitted effect of over 75% in size
Target sequence (Q96KQ7 913-1193 limits assumed): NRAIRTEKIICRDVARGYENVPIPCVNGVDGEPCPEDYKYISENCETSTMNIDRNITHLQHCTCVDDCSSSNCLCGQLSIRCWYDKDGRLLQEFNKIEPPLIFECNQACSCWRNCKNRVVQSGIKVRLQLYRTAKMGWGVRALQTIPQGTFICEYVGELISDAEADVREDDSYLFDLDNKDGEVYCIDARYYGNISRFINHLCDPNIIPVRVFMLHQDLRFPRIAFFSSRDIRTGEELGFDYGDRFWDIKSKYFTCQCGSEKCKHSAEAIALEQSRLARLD
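Step 1: enzyme (final 20 nM) with compound, 15 min RT. Step 2: substrate peptide 500 nM and SAM 20 uM, 2 h RT. Step 3: anti-H3K9me1 antibody and AlphaScreen beads, 10 min, then plate read.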
BAZ2B inh – qHTS Assay for Inhibitors of BAZ2B. Bromodomain adjacent to zinc finger domain protein 2B (Homo sapiens), Q9UIF8. AlphaScreen BAZ2B-H3K14Ac peptide displacement. Potency, µM (titrated, usually from 114 µM), inactives show top-dose activity change, negative = inhibition, hits mostly inhibitors. 360,000 tested, 4.4% active. AID 504333, 2011; further: on the % scale 0 is the no-effect control and ±100 the full control effect; nearly all actives have a fitted effect of over 60% in size
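Compounds, titrated to a top concentration of 110 uM, were incubated 30 min at room temperature with preformed BAZ2B/acetyl-K14 H3 peptide complex (50 nM each). Proximity signal was measured by AlphaScreen after 20 min with beads.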
Tb PGK inh – qHTS Assay to Find Inhibitors of Phosphoglycerate Kinase; Phosphoglycerate kinase, glycosomal (Trypanosoma brucei brucei), P07378; PGK/GAPDH coupled, Kinase-Glo luminescence, 60 min; Potency, µM (highest dose often 57.5 µM), for the others: at the top dose activity change, negative = inhibition, most hits filed as inhibitors; 380,000 tested, 0.043% active; further: on the % scale 0 is the no-effect control and ±100 the full control effect; nearly all actives have a fitted effect of over 60% in size
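Recombinant glycosomal PGK reaction used 1,3-bisphosphoglycerate generated in-well by GAPDH (100nM final) in 100mM TEA pH 7.6, 5mM MgCl2, 0.01% Tween-20. After 60 minutes at room temperature, ATP was read by Kinase-Glo Plus luminescence end-point.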
BLM inh – qHTS Assay for Inhibitors of Bloom's syndrome helicase (BLM); RecQ-like DNA helicase BLM (Homo sapiens), P54132; recombinant BLM DNA unwinding, fluorescence dequenching; Potency, µM (doses to about 56.1 µM), for the others: at the top dose activity change, negative = inhibition, most hits filed as inhibitors; 350,000 tested, 0.2% active;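 further: plate controls were vehicle for no effect and no enzyme for full effect; nearly all actives have a fitted effect of over 35% in size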
JMJD2A Tudor inh – qHTS Assay for Inhibitors of JMJD2A-Tudor Domain. Lysine-specific demethylase 4A (Homo sapiens), O75164. AlphaScreen JMJD2A-Tudor / H3K4me3 peptide binding. Potency, µM (series often up to 114 µM), inactives show top-dose activity change, negative = inhibition, usual class: inhibitors. 390,000 tested, 4.4% active. AID 504339, 2011; further: on the % scale 0 is the no-effect control and ±100 the full control effect; nearly all actives have a fitted effect of over 50% in size
* hit, by the source's call; i = inactive; ? = inconclusive; nt = no result given; [ ] = another dose, or the depositor's remark. Unless noted, the call rests on the fitted dose curve; in most records, active means well fitted curve in the direction sought with a large enough effect; inconclusive means small, poorly fitted or top-dose-only effect, or another doubt; inactive means no such curve, though single readings can be large; an effect the other way counts as inactive or inconclusive. Potency means the concentration at half of the fitted maximal effect. Some of the compounds tested; count on the stated rates, not on these rows.

SMILES	GLS inh	Pol iota inh	Pin1 inhibitor	HP1b chromo inh	G9a block	BAZ2B inh	Tb PGK inh	BLM inh	JMJD2A Tudor inh
COC1CCCN(C(=O)c2ccc(OC3CCN(CCc4ccccc4)CC3)cc2)C1 (stereo not given)	3%	143%[activator]	5%	4%	13%	3%	-2%	-2%	-26%
CCCCOc1cc(C)nc(NCc2ccccc2)n1	-1%	-11%	-1%	116%[activator]	138%[activator]	139%[activator]	-14%	-11%	70%[activator]
CN1OC[C@@H]2CN(S(=O)(=O)c3ccccc3)[C@H](c3cccc(Br)c3)C[C@@H]21	0%	-8%	0%	45%[activator]	nt	nt	1%	nt	-7%
CCc1ccc(NC(=O)C2CCCN(S(=O)(=O)c3cccc4nonc34)C2)cc1 (stereo not given)	3%	?	3%	6%	-2%[59 µM]	-4%	0%	-2%	-9%
CCCCn1c(-c2ccc(Cl)cc2)nc2c(=O)n(C)c(=O)[nH]c21	9%	14%	-7%	13%	-36%[12.7 µM]	-7%	3%	0%	-6%
CCCN1CCc2c(sc(NC(=O)c3ccc(S(=O)(=O)N4CCCC4)cc3)c2C(N)=O)C1	0%	80%[activator]	?	35%	nt	-8%	-10%	-22%	-5%
O=C(NC(NC(=S)Nc1ccc(Cl)c(Cl)c1)C(Cl)(Cl)Cl)c1ccco1 (stereo not given)	-1%	2%	28%	-25%	5%[0.0925 µM]	-8%	-4%	-12%	-36%
C#Cc1ccc([C@@H]2C=C(C(=O)N3CCOCC3)O[C@H](OCC)[C@H]2CCCO)cc1	2%	26%	-8%	47%[activator]	-46%[59 µM]	-15%	-3%	2%	-11%
Cc1ccc([N+](=O)[O-])cc1-c1ccc(/C=C(\C#N)c2[nH]nc(N)c2C#N)o1	4%	56µM*	?	-24%	9%[59 µM]	?	-2%	?	?
O=C(CCCc1ccccc1)Nc1ccc2c(c1)OCCO2	2%	62%[activator]	-3%	34%	12%	-14%	8%	1%	-6%
COc1ccc(/C=N/Nc2nc(C)nc(N)n2)cc1	-9%	83%[activator]	1%	24%	-1%	-18%	7%	3%	-3%
CN(CC(=O)Nc1ccccc1Cl)C(=O)COC(=O)/C=C/c1cccs1	2%	-16%	-8%	28%	-1%[59 µM]	10%	-2%	nt	9%
CCN(CC)CCCN1C=C2C(=O)C(C)(OC(=O)CCC(=O)OC)C(=O)C(Br)=C2C=C1c1ccc(OC)cc1 (stereo not given)	-3%	?	?	-4%	nt	nt	-7%	-16%[12.4 µM]	-35%
Cc1cc(C)cc(OC(C)C(=O)Nc2nonc2-c2ccc(Br)cc2)c1 (stereo not given)	-2%	18%	19%	28%	?	-7%	nt	-12%	-15%
C=CCn1c(CCCNC(=O)c2ccccc2OC)nc2ccccc21	-3%	16%	0%	23%	7%	-2%	i	2%	-20%
CCCS(=O)(=O)N1CCN(C(=O)c2cccc(OC)c2)CC1	0%	9%	0%	27%	17%	5%	i	-1%	-5%
CC(C#N)(CCc1ccccn1)CCc1ccccn1	-20%	21%	3%	-23%	nt	nt	-7%	nt	-17%
CCOC(=O)c1ccc(NC(=O)CSc2ccc(-c3cccnc3)nn2)cc1	7%	-14%	7%	33%	0%	-1%	7%	-10%	-14%
CC1CCN(c2nc3ccccc3nc2C(C#N)C(=O)OC2CCCCC2)CC1 (stereo not given)	-8%	41%[activator]	?	23%	21%	54%[activator]	i	-8%	-8%
CN(C)S(=O)(=O)Nc1ccc(C(=O)O)cc1	nt	183%[activator]	2%	26%	-4%[2.33 µM]	-25%	-8%	0%	8%

Record cards, as listed above.
CC1CCN(c2nc3ccccc3nc2C(C#N)C(=O)OC2CCCCC2)CC1 (stereo not given) as listed: GLS inh = -8%; Pol iota inh = 41%[activator]; Pin1 inhibitor = ?; HP1b chromo inh = 23%; G9a block = 21%; BAZ2B inh = 54%[activator]; Tb PGK inh = i; BLM inh = -8%; JMJD2A Tudor inh = -8%
CCCS(=O)(=O)N1CCN(C(=O)c2cccc(OC)c2)CC1 as listed: GLS inh = 0%; Pol iota inh = 9%; Pin1 inhibitor = 0%; HP1b chromo inh = 27%; G9a block = 17%; BAZ2B inh = 5%; Tb PGK inh = i; BLM inh = -1%; JMJD2A Tudor inh = -5%
CN(C)S(=O)(=O)Nc1ccc(C(=O)O)cc1 as listed: GLS inh = nt; Pol iota inh = 183%[activator]; Pin1 inhibitor = 2%; HP1b chromo inh = 26%; G9a block = -4%[2.33 µM]; BAZ2B inh = -25%; Tb PGK inh = -8%; BLM inh = 0%; JMJD2A Tudor inh = 8%

More entries:
SMILES	GLS inh	Pol iota inh	Pin1 inhibitor	HP1b chromo inh	G9a block	BAZ2B inh	Tb PGK inh	BLM inh	JMJD2A Tudor inh
O=C(Nc1cccn(Cc2c(Cl)cccc2Cl)c1=O)c1ccc(Cl)cc1	-2%	-6%	-2%	51%	1%	6%	9%	-1%	1%
CCOc1ccc(CC2CCC(=O)NC2=O)cc1 (stereo not given)	1%	18%	2%	69%[activator]	-6%[59 µM]	10%	nt	-4%	-27%
CCCC[C@@H]1C=C(C(=O)O)[C@H](c2ccc3c(c2)OCO3)N1S(=O)(=O)c1ccc(C)cc1	11%	8%	-8%	14%	nt	nt	5%	nt	-14%
Cc1nn(C)c2c1c(C(F)(F)F)cc(=O)n2C(C)C(=O)NCCC(C)C (stereo not given)	-4%	-3%	0%	10%	-7%[59 µM]	-16%	-3%	-1%	-16%
COC(=O)c1oc2ccccc2c1N	20%	?	5%	-4%	7%	-1%	-8%	3%	-15%
CN(C)Cc1ccccc1Sc1ccccc1Br	5%	28%	-6%	-5%	-7%[59 µM]	-6%	9%	1%	-29%
CCCn1c(SCC(=O)Nc2nc(C)cs2)nnc1-c1cccnc1	7%	-13%	9%	11%	-1%	5%	1%	1%	-7%
CC(C)(C)c1ccc(-c2nnc3sc(-c4ccncc4)nn23)cc1	1%	19%	7%	-20%	2.5µM*	11%	0%	-1%	-20%
NC(=S)n1[nH]c(-c2ccc([N+](=O)[O-])cc2)c(N=Nc2ccc(O)cc2)c1=O	21%	?	?	?	56µM*	50µM*	-7%	-5%	?
COc1cc(C(=O)NC(=S)NC(C)C)cc(OC)c1OC	12%	23%	-2%	20%	-6%	-35%	-4%	4%	-14%
O=C(OCCN1CCOCC1)c1ccccc1	1%	37%[activator]	1%	-5%	-7%	-2%	-2%	-6%	?
CN1C[C@@H]2C[C@@H](C3=Cc4cc(Cl)ccc4OC3)N3CCC[C@@]23C1=O	-13%	40%[activator]	2%	-14%	nt	-6%	i	-2%	-4%
O=C(COC(=O)C1(c2ccccc2)CCCC1)N1CCNC1=O	-2%	-3%	6%	37%	1%[59 µM]	-5%	-6%	nt	-10%
O=C(Nc1ccc(C(F)(F)F)cc1)c1ccc(NC(=O)C2CCCO2)cc1 (stereo not given)	5%	24%	33%[activator]	7%	?	-33%	6%	-10%	-22%
COc1ccc(CCNc2nc(C)cc(C)c2C#N)cc1OC	-2%	-16%	1%	29%	?	?	-3%	-6%	-8%
Cn1c(SCC(=O)NNC(=O)Nc2ccc(Cl)cc2)nnc1-c1ccccc1	17%	36%[activator]	0%	16%	-5%	1%	i	-4%	-23%
O=C(Nc1ccccc1)c1ccc(S(=O)(=O)N2CCCCC2)cc1	-2%	1%	2%	34%[activator]	-1%[59 µM]	-1%	2%	3%	-16%
Cc1cccc(NC(=O)c2cc(-c3cc(Cl)ccc3O)n[nH]2)c1	-13%	14%	1%	39%	27%	-19%	i	-8%	-8%
O=C(Nc1ccccc1)Nc1ccc(F)c([N+](=O)[O-])c1	-2%	-15%	-8%	6%	-8%[59 µM]	-6%	i	-8%	-26%
COCCOC(=O)c1c(C)nc(SCC(=O)Nc2ccc(OC)cc2)c(C#N)c1-c1ccco1	-15%	?	20%	34%	45µM*	5%	0%	-5%	-10%[11.4 µM]
Cc1ccc(S(=O)(=O)c2c(N)n(Cc3ccco3)c3nc4ccccc4nc23)cc1	-10%	-16%	?	21%	nt	5%	i	-14%	-22%
COc1cc(C(=O)OCCn2c(=O)c3c(ncn3CCN(C)C)n(C)c2=O)cc(OC)c1OC	6%	8%	2%	12%	1%[59 µM]	?	-3%	5%	-18%
O=C(Nc1nc2ccccc2[nH]1)c1ccc(Cl)cc1	3%	-13%	1%	27%	6%	2%	0%	-5%	-18%
COCCNC(=O)CCN1C(=O)c2cccnc2Oc2ccc(C)cc21	-5%	25%	-4%	41%[activator]	2%[59 µM]	1%	11%	1%	2%
CC(C)CCC(C(=O)NC(C)c1ccccc1)C(=O)NC(C)c1ccccc1 (stereo not given)	2%	-1%	3%	-19%	-9%	?	-6%	-10%	22µM*
Brc1ccc2ncnc(Nc3ccc(N4CCOCC4)cc3)c2c1	32%[activator]	32%[activator]	1%	-31%	-44%[12.7 µM]	45µM*	-2%	-11%	?
CCc1ccc2[nH]c(=O)c(C(c3nnnn3CCOC)N3CCN(c4ccccc4)CC3)cc2c1 (stereo not given)	-1%	5%	8%	-3%	28µM*	-39%	2%	-2%	?
COc1ccccc1CNC(=O)C1CC2Cn3c(nc4cc5ccccc5cc43)C2N1C (stereo not given)	0%	-1%	2%	24%	-5%[2.33 µM]	-3%	-2%	nt	-22%
COC(C)(C)[C@@H](O)COc1c2ccoc2cc2oc(=O)ccc12	0%	36%[activator]	1%	20%	11%[2.33 µM]	13%	-1%	nt	-16%
